Compound activity deposited in PubChem by National Center for Advancing Translational Sciences (NCATS).
RGS4 inh – blocks human RGS4-accelerated GTP hydrolysis. P49798. Transcreener GDP fluorescence polarization, RGS4-accelerated GTP hydrolysis. Potency, µM (top dose mostly 114 µM), for the others: top-dose activity change, negative = inhibition, most hits filed as inhibitors. actives 0.039% (n = 390,000). AID 504845; also: % is scaled to controls: 0 for no effect and ±100 for the full control effect; nearly all actives have a fitted effect of over 75% in size; some results filed as inactive show a strong effect at the top dose
Target sequence (P49798 whole entry, looked up): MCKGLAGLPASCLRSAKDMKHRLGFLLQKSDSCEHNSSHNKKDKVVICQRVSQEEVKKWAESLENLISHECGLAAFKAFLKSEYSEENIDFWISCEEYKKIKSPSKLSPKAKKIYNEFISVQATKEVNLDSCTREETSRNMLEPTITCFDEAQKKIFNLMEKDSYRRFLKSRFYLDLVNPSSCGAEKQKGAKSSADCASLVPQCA
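MLSMR compounds (23 nl, pin-transferred) preincubated 10 min at room temperature with a 500nM (2x) first reagent, then RGS4 at 900nM (2x) plus Transcreener GDP mix added; fluorescence polarization (620/688 nm) read before and after 90 min at 30 °C.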
HP1b chromo inh – inhibitors of HP1-beta chromodomain binding to methylated histone tails. P83916. Potency, µM (series often up to 114 µM), without a hit: at the top dose activity change, negative = inhibition, hits mostly inhibitors. actives 0.56% (n = 390,000). AID 540317. AlphaScreen HP1-beta / biotin-H3K9me3 peptide binding; also: nearly all actives have a fitted effect of over 70% in size; inactives centre near 23
Target sequence (P83916 whole entry, looked up): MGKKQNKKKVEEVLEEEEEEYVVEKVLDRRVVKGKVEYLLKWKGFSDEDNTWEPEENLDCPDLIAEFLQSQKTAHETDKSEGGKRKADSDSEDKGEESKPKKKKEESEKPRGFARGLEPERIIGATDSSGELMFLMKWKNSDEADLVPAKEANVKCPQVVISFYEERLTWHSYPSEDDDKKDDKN
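HP1-beta protein (50 nM final) preincubated 30 min at room temperature with biotinylated H3(1-18)K9me3 peptide (50 nM) in PBS pH 7.4, 0.01% Tween-20, then compound added for 30 min. AlphaScreen streptavidin donor/nickel chelate acceptor beads (10 ug/mL final), 30 min dark, luminescence read.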
ERG-DNA inh – inhibitors of human ERG Ets domain-DNA interaction; actives 0.028% (n = 370,000); P11308; Potency, µM (doses to about 76.9 µM), for the others: at the highest dose FP activity, negative = inhibition, actives largely listed as inhibitors; fluorescence polarization, His-ERG Ets domain / labelled DNA; active = well fitted inhibition curve with a large enough effect in the polarisation, with a control signal flat; inconclusive = small, poorly fitted or top-dose-only effect, or effect the other way, or a change in a side signal; inactive = no such curve, though single readings can be large or run the other way; the % refers to the polarisation;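 also: polarization taken with two DNA probes labelled with fluorescein and Texas red; % of control where 0% means no effect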
Target sequence (P11308 whole entry, looked up, the tested form may be a part): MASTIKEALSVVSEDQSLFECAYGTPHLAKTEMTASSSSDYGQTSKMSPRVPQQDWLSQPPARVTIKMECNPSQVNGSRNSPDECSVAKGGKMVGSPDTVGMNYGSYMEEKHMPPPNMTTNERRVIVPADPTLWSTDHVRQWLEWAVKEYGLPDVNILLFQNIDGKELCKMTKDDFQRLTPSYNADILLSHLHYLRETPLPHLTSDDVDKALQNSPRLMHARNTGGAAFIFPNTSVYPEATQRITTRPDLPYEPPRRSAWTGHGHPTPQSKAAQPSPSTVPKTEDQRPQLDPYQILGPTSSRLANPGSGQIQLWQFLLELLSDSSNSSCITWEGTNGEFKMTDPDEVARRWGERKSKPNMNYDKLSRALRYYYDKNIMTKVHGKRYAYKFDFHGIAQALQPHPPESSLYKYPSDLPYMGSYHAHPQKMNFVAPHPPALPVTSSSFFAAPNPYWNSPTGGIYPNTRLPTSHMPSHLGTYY
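His-tagged ERG Ets domain (1 uM in the protein solution; 300mM KCl, 50mM Tris-HCl, 1mM EDTA, 1mM DTT, pH 7.5) received compound, then a probe mix of 5 nM fluorescein-DNA and 100nM Texas-615-DNA. Fluorescence polarization was read for both dyes.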
JMJD2A Tudor inh – inhibitors of human JMJD2A Tudor domain | actives 4.4% (n = 390,000) | O75164 | Potency, µM (top dose mostly 114 µM), for the others: at the highest dose activity change, negative = inhibition, hits mostly inhibitors | AlphaScreen JMJD2A-Tudor / H3K4me3 peptide binding | AID 504339; also: % is scaled to controls: 0 for no effect and ±100 for the full control effect; nearly all actives have a fitted effect of over 50% in size
rTrxR1 inhibitor – blocks rat thioredoxin reductase 1; actives 1% (n = 390,000); recombinant rTrxR1, NADPH fluorescence consumption, selenite substrate; O89049; AID 588453; Potency, µM (highest dose often 114 µM), without a hit: top-dose activity change, negative = inhibition, actives largely listed as inhibitors; also: % is scaled to controls: 0 for no effect and ±100 for the full control effect; nearly all actives have a fitted effect of over 65% in size
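Rat TrxR1 (90 nM in the dispensed reagent) was pre-reduced with 400 uM NADPH for 5 min at room temperature, then incubated with compound for 15 min. After 400 uM selenite was added, NADPH fluorescence (Ex 340/Em 450 nm) was followed for 8 min.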
Pin1 inhibitor – blocks the human prolyl isomerase Pin1. Pin1 FP peptide displacement, HiFluor488, 10 min. Potency, µM (highest dose often 115 µM), for inactives: top-dose activity, negative = inhibition, usual class: inhibitors. actives 0.009% (n = 390,000). AID 504891; active = well fitted inhibition curve with a large enough effect in the polarisation, with a control signal flat, not every such curve was filed as active; inconclusive = small, poorly fitted or top-dose-only effect, or effect the other way, or a change in a side signal; inactive = no such curve, though single readings can be large or run the other way; the % refers to the polarisation; also: % is scaled to controls: 0 for no effect and ±100 for the full control effect
Target sequence (Q13526 whole entry, looked up): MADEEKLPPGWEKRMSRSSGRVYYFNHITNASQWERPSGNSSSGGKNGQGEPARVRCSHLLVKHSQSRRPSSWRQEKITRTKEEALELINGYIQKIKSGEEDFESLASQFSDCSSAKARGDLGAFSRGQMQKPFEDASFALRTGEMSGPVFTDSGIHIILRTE
Tb PGK inh – T. brucei PGK inhibition; actives 0.043% (n = 380,000); AID 602233; Potency, µM (series often up to 57.5 µM), inactives show at the highest dose activity change, negative = inhibition, usual class: inhibitors; PGK/GAPDH coupled, Kinase-Glo luminescence, 60 min; also: % is scaled to controls: 0 for no effect and ±100 for the full control effect; nearly all actives have a fitted effect of over 60% in size
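Luminescent ATP detection (Kinase-Glo Plus) follows a 60-minute room-temperature incubation, with wells lacking PGK as controls. Buffer: 100 mM TEA (pH 7.6), 5 mM MgCl2, 0.01% Tween-20. Coupling enzyme GAPDH (100 nM final) supplies unstable 1,3-BPG in-well.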
GLS inhibitor – blocks human kidney-isoform glutaminase activity; O94925; GLS enzymatic activity, qHTS titration; Potency, µM (titrated, usually from 45.5 µM), without a hit: at the highest dose activity change, negative = inhibition, actives largely listed as inhibitors; actives 0.21% (n = 410,000); AID 624170; also: % is scaled to controls: 0 for no effect and ±100 for the full control effect
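Coupled fluorescence readout: glutamate oxidase/HRP/Amplex Red detect glutamate formed by hKGA from L-glutamine (1 mM solution added). Buffer 45 mM KH2PO4 pH 8.2, 0.02% Tween-20; reads at t0 and 30 min RT.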
12-LOX inh – inhibitors of human 12S-lipoxygenase ALOX12. Potency, µM (doses to about 108 µM), for inactives: at the top dose activity change, negative = inhibition, hits mostly inhibitors. purified 12hLO, xylenol orange hydroperoxide absorbance. P18054. actives 1.1% (n = 580,000); also: % is scaled to controls: 0 for no effect and ±100 for the full control effect
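Purified human 12hLO at 150 nM in 25 mM Hepes, 0.01% Triton X-100, pH 7.0, preincubated 15 min at room temperature with compound. Reaction started with 40 uM arachidonic acid, 30 min at room temperature. Hydroperoxide measured by Fe-xylenol orange, 573/405 nm absorbance ratio.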
* = called active by the depositor; i = inactive; ? = inconclusive; . = no result given; & = joins results of further samples; [ ] = dose if it differs, or a comment. Unless noted, calls follow the shape of the dose curve; as a rule, active = well fitted curve in the direction sought with a large enough effect; inconclusive = small, poorly fitted or top-dose-only effect, or another doubt; inactive = no such curve, though single readings can be large; an effect the other way counts as inactive or inconclusive. Potency is read from the fitted curve at half-maximal effect. Only part of the results is shown, so the mix of outcomes need not match the whole.

RGS4 inh | HP1b chromo inh | ERG-DNA inh | JMJD2A Tudor inh | rTrxR1 inhibitor | Pin1 inhibitor | Tb PGK inh | GLS inhibitor | 12-LOX inh | molecule
1% | 40%[activator] | 2% | 8% | 13% | 8% | -8% | -4% | . | COc1ccc(C(=O)Nc2cc(Cl)ccc2Cl)c(OC)n1
-8% | 37% | -1% | 4% | -5% | -11% | 6% | 6% | . | Cc1nn(Cc2c(Cl)cccc2Cl)c(C)c1NC(=O)c1cn(-c2ccccc2)nc1-c1ccccc1
-2% | 27% | -8% | 4% | 7% | -7% | -1% | -1% | -1% | CC(=O)Nc1ccc(NC(=O)CS(=O)(=O)Cc2ccccc2)cc1
-6% | 31%[activator] | -4% | -20% | 25% | 4% | . | 2% | 5% | Cc1cc2nc(N=C(N)N)nc(C)c2cc1C
-11% | 7% | -2% | -16% | 10%[57.1 µM] | 1% | -5% | -9% | -4% | CCOc1ccc(-c2nc(Cn3c(=O)cc(-c4ccccc4)c4c(C)nn(C)c43)c(C)o2)cc1OC
18% | 31% | -4% | -8% | -6% | 0% | -6% | 19% | 1% | Cc1cc(C)c2c(CC(=O)NCCc3ccccc3)coc2c1
1% | 9% | 8% | -13% | 21% | -3% | i | 1% | -22% | Cc1cc(C(=O)N2CCN(Cc3ccc4c(c3)OCO4)CC2)cs1
10% | 40%[activator] | 6% | -25% | -11% | 2% | -5% | -2% | 0% | COc1ccc(C(C)C)cc1S(=O)(=O)Nc1ccc(Cl)cn1
11% | 12% | -7% | -31% | 17% | -5% | -9% | 12% | 10% | Cc1cccc(N2CCN(C(c3ccccc3)c3nnnn3C(C)(C)C)CC2)c1C (configuration not stated)
-16% | 35% | -8% | -5% | 32µM* | -2% | -1% | 29% | -17% | COc1ccc(C2C(CC(=O)O)=C(O)C(=O)N2c2ccccc2)cc1 (configuration not stated)
20% | 48%[activator] | -5% | 3% | -9% | 2% | -1% | 9% | 105%[activator] | Cc1cc(OCCCC(=O)N2CCCCC2)cc(C)c1Cl
? | 26% | -6% | -21% | 13%[57.1 µM] | 0% | -5% | -4% | -2% | CC(=O)NS(=O)(=O)c1ccc(NC(=S)NC(=O)C(C)C)cc1
-32% | -26% | 6% | ? | 4% | -4% | 1% | -14% | 0% | c1ccc2c(c1)ncn2Cc1nnc2sc(-c3ccncc3)nn12
9% | 21% | 3% | -19% | 22% | -7% | -2% | 7% | -2%[57.4 µM] | CCCSc1n[nH]c(NC(C)=O)n1
-11% | 39% | -2% | -7% | 0%[57.1 µM] | -1% | -9% | 4% | 10% | CCOc1ccc(C(=O)Nc2cccc3ncccc23)cc1Cl
-17% | 3% | ? | -19% | -10% | -9% | -5% | -11% | 4% | CCOC(=O)c1ccccc1NC(=O)COC(=O)C(Cc1c[nH]c2ccccc12)NC(C)=O (configuration not stated)
8% | 27% | -9% | -14% | 14% | -3% | 0% | 9% | ? | Cc1ccc(C2CCN(C(=S)Nc3cccc(C)c3)C2)cc1 (configuration not stated)
7% | 59%[activator] | -1% | 2% | 15% | -1% | -2% | 0% | -2% | Cc1[nH]c(C)c(S(=O)(=O)N(Cc2ccccc2)C(C)(C)C)c1C(=O)N1CCCC1
9% | 39% | 1% | -7% | 13% | 0% | 0% | -1% | -25% | Cc1ccc(Nc2nc(C)cc(C)c2C(N)=O)c(C)c1
-16% | 68%[activator] | 10% | 3% | 8% | -2% | -8% | 1% | -17% | Cc1cccc(OCCNC(=O)c2ccc(Cl)c(S(=O)(=O)NCc3cccnc3)c2)c1
31% | 9% | 2% | -13% | 24% | 3% | -6% | 3% | -2% | COc1cc(C2=NOC(C(=O)N3CCCc4ccccc43)C2)cc(OC)c1OC (configuration not stated)
-18% | 38% | 6% | -11% | 11% | 4% | -1% | 0% | . | C/C(=N\NC(=O)Cc1ccc(F)cc1)c1ccc(F)cc1
-46% | 19% | -2% | -11% | -7% | -5% | -5% | 2% | 0% | CCOc1ccccc1NC(=O)CSc1ccc(-c2sc(C)nc2C)nn1
1% | 36% | -5% | -24% | 7%[57.1 µM] | 11% | -1% | 17% | -46% | CCCCCCCn1c(=N)n(CC(=O)c2ccco2)c2ccccc21
-8% | 40%[activator] | -2% | -18% | -16% | -5% | -5% | 6% | -15% | N=c1c(C(=O)NCCN2CCOCC2)cc2c(=O)n3ccccc3nc2n1Cc1ccc(F)cc1
3% | 6% | 0% | -21% | 6% | 0% | 4% | 1% | -64% | CCN(CC(=O)Nc1c(F)cccc1F)C(=O)c1ccc(N2CCCCC2)c([N+](=O)[O-])c1
-4%&-17% | 69%&15%[activator] | 15%&-14% | 8%&-8% | 6%[57.1 µM] | 11%&-2% | -1%&-6% | -2%&4% | ? | Cc1cc2[nH]c(=O)c(=O)[nH]c2cc1S(=O)(=O)N1CCN(c2ccccc2)CC1
3% | 27% | 7% | 2% | 29% | -9% | -5% | 0% | 0% | NC(=O)CSc1nnc(-c2cccnc2)n1CCc1ccccc1
-12% | 38% | 5% | -7% | -2%[57.1 µM] | 4% | 1% | 2% | 24% | CC(=O)Nc1ccc(C(=O)NNC(=O)c2cccc(C)c2)cc1
-26% | -5% | -5% | -5% | -13% | -1% | 4% | -6% | ? | CCCCNC(=O)c1ccccc1NC(=O)c1ccccc1N(C)S(C)(=O)=O
2% | 21% | -15% | -5% | 29% | -5% | -4% | 1% | 42%[activator] | Cn1c(=O)oc2cc(S(=O)(=O)Nc3ccc(F)cc3)ccc21
-16% | 25% | -21% | 2% | -6% | -15% | -5% | -7% | -21% | O=C(Nc1ccccn1)C1CCN(C(=O)Nc2ccccc2)CC1
19% | -7% | -8% | ? | 24% | 5% | -5% | 7% | -19% | C=CCN(CC=C)CCCOc1ccccc1C(=O)OC
4% | 34% | . | -3% | -3% | -5% | -4% | 4% | 2% | CCOC(=O)c1sc(-c2ccccc2)cc1NC(=O)c1ccc(S(=O)(=O)N(CCOC)CCOC)cc1
-12% | 44%[activator] | -2% | -8% | 22% | -1% | 5% | -3% | 1% | O=C(CSc1ncnc2ccccc12)NCCc1ccccc1
1% | 50%[activator] | 12% | -15% | 69%[activator] | 2% | -8% | -13% | 0% | Cc1nc(=O)c(-c2ccccc2)c(C)n1-c1ccc(Br)cc1

Not a retest: 9 of the compounds above.
RGS4 inh | HP1b chromo inh | ERG-DNA inh | JMJD2A Tudor inh | rTrxR1 inhibitor | Pin1 inhibitor | Tb PGK inh | GLS inhibitor | 12-LOX inh | molecule
3% | 27% | 7% | 2% | 29% | -9% | -5% | 0% | 0% | NC(=O)CSc1nnc(-c2cccnc2)n1CCc1ccccc1
-12% | 38% | 5% | -7% | -2%[57.1 µM] | 4% | 1% | 2% | 24% | CC(=O)Nc1ccc(C(=O)NNC(=O)c2cccc(C)c2)cc1
-26% | -5% | -5% | -5% | -13% | -1% | 4% | -6% | ? | CCCCNC(=O)c1ccccc1NC(=O)c1ccccc1N(C)S(C)(=O)=O
2% | 21% | -15% | -5% | 29% | -5% | -4% | 1% | 42%[activator] | Cn1c(=O)oc2cc(S(=O)(=O)Nc3ccc(F)cc3)ccc21
-16% | 25% | -21% | 2% | -6% | -15% | -5% | -7% | -21% | O=C(Nc1ccccn1)C1CCN(C(=O)Nc2ccccc2)CC1
19% | -7% | -8% | ? | 24% | 5% | -5% | 7% | -19% | C=CCN(CC=C)CCCOc1ccccc1C(=O)OC
4% | 34% | . | -3% | -3% | -5% | -4% | 4% | 2% | CCOC(=O)c1sc(-c2ccccc2)cc1NC(=O)c1ccc(S(=O)(=O)N(CCOC)CCOC)cc1
-12% | 44%[activator] | -2% | -8% | 22% | -1% | 5% | -3% | 1% | O=C(CSc1ncnc2ccccc12)NCCc1ccccc1
1% | 50%[activator] | 12% | -15% | 69%[activator] | 2% | -8% | -13% | 0% | Cc1nc(=O)c(-c2ccccc2)c(C)n1-c1ccc(Br)cc1

Next part:
RGS4 inh | HP1b chromo inh | ERG-DNA inh | JMJD2A Tudor inh | rTrxR1 inhibitor | Pin1 inhibitor | Tb PGK inh | GLS inhibitor | 12-LOX inh | molecule
-14% | 42%[activator] | -5% | 3% | 3% | -3% | -5% | -2% | 1% | O=C(Cn1cc(C(F)(F)F)ccc1=O)NC1CCCC1
-18% | 30% | -1% | -8% | 4%[57.1 µM] | -10% | -7% | -6% | 9% | CCCCNc1c([N+](=O)[O-])c(=O)n(C)c2ccccc12
-5% | 32% | 2% | -4%[11.4 µM] | 7%[57.1 µM] | ? | 1% | 0% | ? | COc1cc(S(=O)(=O)Nc2ccc(C)cc2)ccc1N=Cc1c(C)c(C#N)c(=O)n(C)c1O
7%[11.4 µM] | 67%[activator] | -3% | -13%[11.4 µM] | -7% | 2% | -5% | 5% | -3% | COc1ccc(OC)c(-c2cc(C(=O)Nc3ccc(F)cc3F)no2)c1
-8% | -2% | -2% | ? | 19%[57.1 µM] | -1% | -7% | -5% | -8% | Cc1cccc(NC(=O)c2cc([N+](=O)[O-])ccc2NCC2CCCO2)n1 (configuration not stated)
-14% | 23% | 15% | 6% | 9% | 1% | i | 16% | -7% | O=C(CSc1nnc(CNc2ccc(F)cc2)n1-c1ccccc1)N1CCOCC1
15% | 35% | -13% | -3% | -17% | -3% | -1% | -10% | 19% | c1ccc(-n2nnc3cnccc32)cc1
